GALK inh: blocks human galactokinase activity; P51570; Purified GALK, Kinase-Glo residual ATP luminescence; Potency, µM (highest dose often 57.5 µM), inactives show at the highest dose activity change, negative = inhibition, hits mostly inhibitors; actives 0.007% (n = 270,000); note: potency is the fitted concentration of half-maximal effect; % is set by controls: 0 for no effect and ±100 for the full control effect
Target sequence (P51570 whole entry, looked up): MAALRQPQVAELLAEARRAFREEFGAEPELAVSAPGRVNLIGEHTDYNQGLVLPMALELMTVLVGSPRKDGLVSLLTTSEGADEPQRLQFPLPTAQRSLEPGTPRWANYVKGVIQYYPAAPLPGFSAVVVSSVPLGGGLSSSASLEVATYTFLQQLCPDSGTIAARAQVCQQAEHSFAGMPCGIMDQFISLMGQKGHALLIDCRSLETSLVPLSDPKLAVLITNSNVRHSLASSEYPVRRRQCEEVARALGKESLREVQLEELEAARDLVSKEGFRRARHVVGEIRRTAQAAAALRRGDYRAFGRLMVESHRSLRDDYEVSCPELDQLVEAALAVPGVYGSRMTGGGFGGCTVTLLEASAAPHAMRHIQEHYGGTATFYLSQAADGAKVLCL
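Human GALK (5 nM) with 35 uM ATP and 100 uM galactose in 20 mM HEPES pH 8.0, 5 mM MgCl2, 60 mM NaCl, 1 mM DTT, 0.01% BSA. After 1 h at room temperature, leftover ATP was read by Kinase-Glo Plus luminescence.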
MBNL1 CUG block: blocks human MBNL1 binding to CUG repeat RNA | actives 0.036% (n = 280,000) | TR-FRET MBNL1-His/biotin-(CUG)12 binding, 665/545 ratio | Q9NR56 | Potency, µM (highest dose often 57.5 µM), without a hit: at the top dose activity change, negative = inhibition, actives largely listed as inhibitors; active = well fitted inhibition curve with a large enough effect in the signal ratio, with a control signal flat, not every such curve was filed as active; inconclusive = small, poorly fitted or top-dose-only effect, or effect the other way, or a change in a side signal; inactive = no such curve, though single readings can be large or run the other way; the % refers to the signal ratio; note: potency is the fitted concentration of half-maximal effect; % is set by controls: 0 for no effect and ±100 for the full control effect
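TR-FRET readout: Ex 340 nm, 665/545 nm emission ratio, normalized to buffer-only (basal) and MBNL1-(CUG)12 controls. Complex of MBNL1-His with Biotin-(CUG)12, compounds 92 nM–58 uM, incubated 60 min at room temperature.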
USP2a inh: USP2a (human) protease inhibition; O75604; USP2 core, Ub-CHOP2 coupled fluorogenic reporter, 485/531; Potency, µM (titrated, usually from 38.3 µM), for the others: at the top dose activity change, negative = inhibition, actives largely listed as inhibitors; actives 0.01% (n = 330,000); AID 463254;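 note: potency is the fitted concentration of half-maximal effect; plate controls were DMSO wells for no effect and full inhibition by NEM control for full effect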
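USP2 core (10nM final) preincubated 30min RT with compound in 20mM Tris-HCl pH 8.0, 2mM CaCl2, 2mM beta-mercaptoethanol, 0.05% CHAPS; 25nM Ub-CHOP2 plus 25nM reporter substrate added, fluorescence (Ex485/Em531) read after 60min.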
TSHR antagonist: blocks TSH signaling through the human TSH receptor | P16473 | TSHR-expressing cells, TSH-stimulated cAMP HTRF, 2 h; stronger effect = lower value | activity change, negative = inhibition, % at 11.5 µM | actives 0.2% (n = 330,000) | AID 504810;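 active = activity change below a set negative limit, meaning inhibition stronger than a set level, cut at about -70% in these data; inconclusive = activity change between two set negative limits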; note: % is set by controls: 0 for no effect and ±100 for the full control effect
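Competitive HTRF cAMP read-out (cryptate anti-cAMP antibody, cAMP-d2; 30 min, room temperature) in freshly harvested TSHR cells. Compounds added before TSH at EC80 (4nM final), followed by 2 hours' incubation at 37 deg C.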
Eya2 phos inh: Eya2 (human) phosphatase inhibition | Potency, µM (titrated, usually from 76.9 µM), for the others: at the top dose activity, negative = inhibition, most hits filed as inhibitors | AID 488837 | actives 0.006% (n = 330,000) | recombinant Eya2, OMFP fluorescence dephosphorylation (OMFP is methylfluorescein phosphate) | O00167; note: potency is the fitted concentration of half-maximal effect; % is set by controls: 0 for no effect and ±100 for the full control effect
Target sequence (O00167 whole entry, looked up): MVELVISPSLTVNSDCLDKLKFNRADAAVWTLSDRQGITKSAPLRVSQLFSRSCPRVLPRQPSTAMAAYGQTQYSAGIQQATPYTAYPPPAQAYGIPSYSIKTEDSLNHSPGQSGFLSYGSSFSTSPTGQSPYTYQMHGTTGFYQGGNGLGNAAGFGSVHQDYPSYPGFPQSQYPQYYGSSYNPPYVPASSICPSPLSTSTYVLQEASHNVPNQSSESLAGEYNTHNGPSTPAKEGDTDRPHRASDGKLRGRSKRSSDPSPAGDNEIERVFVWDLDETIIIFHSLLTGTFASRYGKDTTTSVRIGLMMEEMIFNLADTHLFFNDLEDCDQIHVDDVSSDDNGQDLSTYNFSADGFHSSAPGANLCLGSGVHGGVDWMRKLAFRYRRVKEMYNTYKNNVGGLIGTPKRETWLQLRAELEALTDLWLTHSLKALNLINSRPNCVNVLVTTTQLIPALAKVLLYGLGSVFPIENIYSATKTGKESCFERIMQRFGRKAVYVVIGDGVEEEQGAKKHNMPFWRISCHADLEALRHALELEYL
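Eya2 protein (added as 0.2 uM solution) was preincubated with compound for 10 min at ambient temperature in 50 mM HEPES pH 7.5, 50 mM NaCl, 5 uM MgCl2, 0.05% BSA, 1 mM DTT. OMFP (added at 50 uM) then reacted 10 min; fluorescence read at 485/525 nm.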
ASM inhibitor: blocks human secretory acid sphingomyelinase | P17405 | placental ASM, HMU-PC fluorogenic substrate, 60 min | Potency, µM (series often up to 57.5 µM), for the others: at the highest dose activity change, negative = inhibition, actives largely listed as inhibitors | actives 0.006% (n = 340,000) | AID 504937; note: potency is the fitted concentration of half-maximal effect
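Human placenta-derived ASM preincubated with compound 10 min at room temperature, then reacted with 9 uM (final) fluorogenic HMU-PC substrate for 60 min at 37 C. Stop solution raises pH to 10; fluorescence read at Ex 386/Em 447 nm.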
BCR signal inh: chronic active BCR signaling inhibition | actives 0.05% (n = 340,000) | Potency, µM (titrated, usually from 46.1 µM), for inactives: at the top dose ratio change, negative = lower green/red ratio, most hits filed as inhibitors | ABC-DLBCL IkBa-CBG/CBR reporter, luminescence ratio, 4 h | AID 493014; active = well fitted inhibition curve with a large enough effect in the signal ratio, with a control signal flat, not every such curve was filed as active; inconclusive = small, poorly fitted or top-dose-only effect, or effect the other way, or a change in a side signal; the % refers to the signal ratio;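 note: potency is the fitted concentration of half-maximal effect; plate controls were basal doxycycline-induced cells for no effect and cells given 10 µM MG132 for full effect; MG132 reads +100%, hits lower the ratio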
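Compounds up to 46 uM were incubated four hours with TMD8 cells whose green CBG68 luciferase is fused to IkappaBalpha; red CBR luminescence normalised the signal, and concentration-effect curves were fitted to fusion, red and ratio data.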
Menin-MLL TR inh: menin-MLL binding inhibition, Texas Red mutant peptide. O00255. Menin + Texas Red MLL mutant peptide, fluorescence polarization. Potency, µM (highest dose often 61.6 µM), inactives show top-dose FP activity change, negative = inhibition, usual class: inhibitors. actives 0.23% (n = 270,000). AID 1768; active = well fitted inhibition curve with a large enough effect in the polarisation, with a control signal flat, not every such curve was filed as active; inconclusive = small, poorly fitted or top-dose-only effect, or effect the other way, or a change in a side signal; inactive = no such curve, though single readings can be large or run the other way; the % refers to the polarisation; note: potency is the fitted concentration of half-maximal effect; % of control where 0% means no effect; many of its hits are not listed in these tables
Mito fusion act: blocks mitochondrial division or promotes mitochondrial fusion | S. cerevisiae fusion-defective mutant growth rescue, CellTiterGlo 48 h | actives 0.23% (n = 320,000) | Potency, µM (titrated, usually from 46.1 µM), for the others: at the highest dose growth rescue (activation), actives largely listed as activators;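 note: potency is the fitted concentration of half-maximal effect; % of control where 0% means no effect; nearly all actives have a fitted effect of over 45% in size; temperature-sensitive fusion mutants such as fzo1-1 at 37 °C on non-fermentable ethanol glycerol medium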
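Luminescent cell viability in 1536-well qHTS format served as the measure of rescued growth in ts fusion-mutant S. cerevisiae cultured on non-fermentable YPEG for 48 hours at 37C.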
KCNH2 WT inh: blocks the wildtype human KCNH2 potassium channel; Q12809; U2OS, BacMam KCNH2, thallium flux FluxOr; stronger effect = lower value; activity change, % at 1.84 µM; actives 0.37% (n = 340,000);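 active = maximum activity change below -70%; inconclusive = maximum activity change between -70% and -50%; inactive = maximum activity change above -50%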; note: % is set by controls: 0 for no effect and ±100 for the full control effect
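U2OS cells were transduced with wild-type KCNH2 virus (2.03 x 10^8 / mL) for 4 h at room temperature, then cultured overnight at 37 C. Thallium flux was read with FluxOr dye. Rate constants were normalized to DMSO controls.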
PKM2 act: increases activity of human pyruvate kinase M2; P14618; purified PKM2, Kinase-Glo ATP luminescence, activation; response scale: 0% is enzyme alone, no compound; Potency, µM (highest dose often 57.5 µM), for the others: top-dose activation, most hits filed as activators; actives 0.34% (n = 260,000); note: potency is the fitted concentration of half-maximal effect; % is set by controls: 0 for no effect and ±100 for the full control effect; nearly all actives have a fitted effect of over 55% in size
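Kinase-Glo luminescence reports ATP generated from ADP (0.1 mM) and PEP (0.5 mM) by purified hPK-M2 after 1 h at room temperature, pH 7.2 imidazole buffer; intermediate enzyme activity allows detecting inhibitors and activators.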
The depositor's hits bear a star; i = inactive; ? = inconclusive; / = no result given; [ ] = remark or other dose. Unless noted, calls come from the whole dose curve; as a rule, active = well fitted curve in the direction sought with a large enough effect; inconclusive = small, poorly fitted or top-dose-only effect, or another doubt; inactive = no such curve, though single readings can be large; an effect the other way counts as inactive or inconclusive.

SMILES | GALK inh | MBNL1 CUG block | USP2a inh | TSHR antagonist | Eya2 phos inh | ASM inhibitor | BCR signal inh | Menin-MLL TR inh | Mito fusion act | KCNH2 WT inh | PKM2 act
O=C(NCCN1CCOCC1)c1cc2sccc2n1Cc1ccc(Cl)cc1 | -2.3% | -4.3% | -0.8% | -6.2 | 6.8% | 0.1% | ? | ? | -5.5% | 37.1 | -13.6%
CCCSC1C(C)=C(C)C(=O)N1Cc1ccccc1 (stereo not drawn) | -1.0% | -3.8% | 0.8% | 19.4 | -16.7% | 0.1% | -1.6% | ? | 0.1% | 0.9 | -0.1%
Cc1cccc(Cc2nnc(CCC(=O)NCc3cnc4ccccn34)o2)c1 | 2.4% | -10.8% | 2.0% | 25.2 | ? | 2.4% | -15.9% | -15.7% | -3.1% | -18.1 | -14.7%
O=C(NCCSCc1ccccc1)c1ccc(C2SCC(=O)N2Cc2ccccc2)cc1 (stereo not drawn) | 0.1% | 3.5% | -11.6% | -18.1 | -7.3% | -0.1% | ? | -3.5% | 11.5% | 21.1 | 11.8%
COc1ccc(CNC(=O)CCSc2nc(-c3ccc4c(c3)OCO4)cc(C(F)(F)F)n2)cc1 | -0.7% | -24.3% | -0.5% | 25.5 | 2.7% | 167.7%[activator] | -5.6% | 7.2% | 1.4% | 12.8 | -14.6%
Cc1c(C(=O)N2C[C@@H](C)O[C@@H](C)C2)oc2c(F)cccc12 | 1.2% | -3.8% | 2.2% | -8.2 | -0.8% | -2.4% | 4.4% | -2.2% | 2.8% | 21.6 | 0.8%[0.46 µM]
O=C(CCC(=O)Nc1ccc(F)cc1)N/N=C/c1cc([N+](=O)[O-])ccc1O | 8.6% | 15.6% | 2.4% | 4.1 | 10.3% | -1.6% | -1.7% | 39.2%[activator] | -0.2% | i | -11.8%
Cn1nnnc1SCC(=O)N1CCN(c2ccccc2)CC1 | -0.1% | -7.3% | -1.0% | 5.5 | 2.8% | 3.2% | 5.5% | -7.4% | -3.6% | -9.4 | -1.9%
Cc1cc(Br)c2c(c1)C1(OCCO1)C(=O)N2 | -1.8% | 4.3% | -0.4% | -10.1 | 9.8% | -1.0% | -1.1% | 2.8% | -10.0% | 6.4 | /
COc1cc(SC)ccc1C(=O)Nc1c(Cl)cncc1Cl | 0.8% | -7.8% | 0.1% | -15.5 | -1.6% | 6.0% | ? | -4.9% | 2.1% | 10.4 | -1.9%
Cc1ccc(SCC(=O)Nc2cccc(C(=O)NC(C)(C)C)c2)cc1 | -0.2% | -4.7% | -1.1% | 0.6 | -18.7% | -3.2% | 7.5% | 16.3% | 3.6% | -0.7 | -0.1%
O=[N+]([O-])c1ccccc1S(=O)(=O)N1CCCCC1 | 1.0% | / | 2.1% | 10.2 | -0.6% | 5.2% | -1.9% | -3.3% | 1.9% | 1.7 | 0.4%
O=C(O)c1ccc(NS(=O)(=O)c2cc(Cl)ccc2Cl)cc1O | -1.2% | -7.9% | 4.8% | -11.5 | 1.1% | 6.6% | 10.3% | 24.7% | -2.5% | 6.0 | 5.6%
Cc1ccccc1N1C(=O)C2C3C=CC(CC3)C2C1=O (stereo not drawn) | 3.3% | -3.8% | 1.9% | 4.4 | 9.6% | 2.8% | -0.1% | -0.3% | -1.5% | 5.6 | -1.4%
COc1ccc(NC(=O)c2cc(-c3cccs3)on2)cc1 | 14.5% | 11.5% | 3.2% | 0.2 | -0.9% | 8.0% | ? | 12.3% | 4.2% | 7.2 | 1.3%
OCc1csc(=Nc2ccccc2)n1-c1ccccc1 | -0.4% | 7.1% | 2.7% | -11.6 | 23.3% | 0.6% | -5.4% | 9.2% | 4.8% | 1.8 | -3.7%
Nc1c(NCCN2CCCCC2)c2ccccc2oc1=O | 2.8% | 1.4% | 1.0% | 33.1 | -3.3% | 3.5% | ? | -4.1% | -1.9% | / | -5.5%
COc1ccc(CCNc2ncnc3c2nnn3Cc2ccccc2)cc1OC | -1.4% | -1.5% | -1.0% | 28.7 | 5.6% | 0.0% | -4.8% | -8.8% | -1.4% | -5.0 | 1.7%
Cc1[nH]c2ccccc2c1C(O)c1ccncc1 (stereo not drawn) | 9.3% | -1.0% | 4.8% | 5.2 | 0.3% | 1.4% | -1.6% | 15.0% | 3.0% | -8.0 | 1.0%
COc1ccccc1C(=O)NCCC(=O)NCCOc1ccccc1 | 6.9% | -14.9% | 2.3% | 4.9 | 3.8% | 1.9% | -2.6% | -4.8% | -0.3% | -14.1 | 2.7%
CCC(C)NC(=O)[C@H]1N2C(=O)c3c(ccc(OC)c3OC)C2SC1(C)C (stereo partly drawn) | / | -2.1% | 1.0% | -4.8 | 1.4% | 1.4% | ? | -7.7% | -18.0% | 1.0 | /
CN(CC(=O)NC(=O)NCc1ccccc1)Cc1ccc(Cl)cc1 | -5.6% | -4.8% | 0.3% | -5.9 | -13.6% | 1.9% | -5.7% | 8.5% | 0.1% | -5.7 | -11.4%
COc1ccc(NC(=O)c2ccccc2OCc2c(C)noc2C)cc1OC | -1.9% | -5.7% | 1.6% | -1.4 | -4.9% | 0.9% | ? | / | 4.3% | 11.7 | -2.3%
CCCn1c(SCC(=O)N2CCc3ccccc3C2)nc2c1c(=O)n(C)c(=O)n2C | -0.8% | 7.5% | -0.9% | -1.0 | 9.6% | -2.2% | ? | 8.0% | 1.9% | -3.5 | -2.8%
COc1cc(C)ccc1OCCOc1c(Cl)cc(Cl)cc1Cl | 0.7% | -3.4% | 1.9% | 18.7 | 7.4% | -0.2% | ? | 12.2% | 0.2% | -0.7 | 20.8%
COc1ccc(C(c2nnnn2C2CCCC2)N2CCC(C(N)=O)CC2)c(OC)c1 (stereo not drawn) | 2.4% | -4.4% | -0.5% | -1.6 | -14.9% | 2.8% | -1.9% | -3.5% | 10.5% | -7.5 | 1.9%
Cc1ccc(C2CC(C(F)(F)F)n3nc(C(=O)Nc4c(C)n(C)n(-c5ccccc5)c4=O)cc3N2)cc1 (stereo not drawn) | 0.6% | / | -0.9% | 8.4 | -6.9% | 63.1%[activator] | 0.0% | -26.2% | -5.3% | 0.7 | -2.6%
Cc1ccccc1S(=O)(=O)Nc1ncnc2scc(-c3ccccc3)c12 | -3.6% | / | 3.5% | 8.6 | 17.7% | -10.5% | -0.1% | ? | -22.7% | -0.4 | -8.9%
CC(C)C[C@H](NC(=O)c1nc[nH]c1C(=O)N[C@@H](CCCCN)C(=O)OC(C)(C)C)C(=O)OC(C)(C)C | / | / | 5.6% | -4.7 | -9.1% | -2.5% | -0.2% | / | / | 4.8 | /
COc1cccc(CNS(=O)(=O)c2ccc3c(c2)CC(C)N3C(=O)C2CC2)c1 (stereo not drawn) | -2.9% | -1.1% | 3.2% | -21.5 | -4.0% | 6.5% | ? | 4.2% | 12.0% | -2.3 | /
Cc1ccc(CS(=O)Cc2ccc(C(=O)NCc3ccccc3Br)o2)cc1 (stereo not drawn) | 15.4% | -7.4% | 0.4% | -8.8 | -1.7% | 0.6% | 0.6% | 6.7% | -2.6% | -4.9 | 2.0%
Cc1ccccc1-c1nnc(SCC(=O)NC2CCCCC2)o1 | 0.1% | -3.4% | -0.8% | -8.3 | -2.7% | -0.3% | -13.8% | -20.6% | 6.3% | 4.0 | -1.0%
COC(=O)c1c(O)cc(C(C)(C)C)n(-c2ccccc2)c1=O | 1.0% | -25.7% | 3.9% | 2.6 | 2.2% | 4.7% | -0.1% | -12.2% | 3.2% | -8.3 | 2.4%
CC1(C)CC(=O)C2=C(C1)OC(N)=C(C#N)C2c1cccs1 (stereo not drawn) | -1.4% | 7.0% | 11.6% | 18.6 | 0.2% | -0.6% | ? | 11.7% | 0.2% | -1.0 | 3.1%
COc1ccc(CC(=O)Nc2c3c(nn2C(C)(C)C)CS(=O)(=O)C3)cc1OC | -5.9% | 2.0% | 0.6% | -1.4 | -0.6% | 4.4% | 2.6% | / | 2.9% | -9.1 | 0.9%

Screens (PubChem)

Only part of the results is shown; the hit share may differ from the screen's.
